VIM-2 inhibitor = inhibitors of Pseudomonas aeruginosa VIM-2 metallo-beta-lactamase; purified VIM-2, nitrocefin hydrolysis, epi-absorbance fluorescence; inhibition, % at 5.6 µM; 0.89% of 290,000 active; AID 1527;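 active means inhibition above the mean of all tested compounds plus 3 SD, cutoff set per screening run, cut at about 7.5% in these data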;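 further: red hydrolysis product quenches plate fluorescence so inhibitors raise well fluorescence; 0% = enzyme with DMSO and 100% = DMSO without enzyme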
MEKK2 mut-MEK5 = signal of MEK5 binding to mutant human MEKK2 PB1 domain. bead flow cytometry, Alexa488-MEK5 binding to MEKK2 mutant. percent response, % at 10 µM. 0.35% of 290,000 active. AID 1530; in the data active means percent response above about 24%, passing the limit was not always enough; further: inactives centre near 1; some results filed as inactive read as strong as hits
NALP1 inh = NALP1 inhibition. AID 2071. inhibition, % at 10 µM. S. cerevisiae NALP1/ASC/caspase-1 growth, X-gal OD620, 72 h. 0.61% of 280,000 active; in the data active means inhibition mostly above about 24%, no sharp cut-off; inactive means mostly below about 32%; further: some compounds called inactive have numbers as strong as hits
IMP-1 inhibitor = blocks Pseudomonas aeruginosa IMP-1 metallo-beta-lactamase. purified IMP-1, nitrocefin hydrolysis, epi-absorbance fluorescence. inhibition, % at 5.6 µM. 0.45% of 290,000 active;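 active means inhibition above the mean plus 3 SD of all compounds in the same screening run, cut at about 4.5% in these data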;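 further: 0% = IMP-1 with DMSO and 100% = DMSO wells lacking enzyme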
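System: purified IMP-1 / Input: IMP-1 dispensed at 0.2 nM / Medium: 50 mM HEPES pH 7.1, 50 µM ZnSO4, 0.05% Brij 35 / Timing: 15 min enzyme–compound preincubation, then 25 min nitrocefin reaction, 25 °C / Technique: plate fluorescence quenching by hydrolysis product, ex 480/em 530 nm / Repeats: singlicate testing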
DNA FID counter = displaces DNA intercalator in HCV helicase counter-screen; inhibition, % at 7.9 µM; 0.17% of 290,000 active; DNA fluorescent intercalator displacement, fluorescence; in the data active means inhibition above about 37%;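 further: 0% = vehicle and 100% = reference compound; higher means more ethidium bromide displaced from hairpin DNA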
UBC9 SUMO inh = SUMOylation inhibition; P63279; HTRF SUMOylation assay, SAE1/SAE2 + UBC9, in vitro; inhibition, % at 35 µM; 0.36% of 290,000 active; in the data active means inhibition above about 50%, passing the limit was not always enough; further: strong numbers were not always called active
Target sequence (P63279 whole entry, looked up): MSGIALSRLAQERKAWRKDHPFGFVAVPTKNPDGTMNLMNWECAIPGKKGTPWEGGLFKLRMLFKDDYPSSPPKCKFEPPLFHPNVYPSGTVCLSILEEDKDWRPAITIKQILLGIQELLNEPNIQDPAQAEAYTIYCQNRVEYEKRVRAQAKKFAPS
HCV NS3 hel inh = HCV NS3 helicase inhibition | 0.56% of 290,000 active | AID 1800 | inhibition, % at 10.9 µM | NS3 helicase DNA unwinding, Cy5 molecular beacon fluorescence;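 active means inhibition above the mean of all tested compounds plus 3 SD, set per campaign, cut at about 35% in these data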;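 further: 0% = DMSO wells and 100% = thioflavine S control wells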
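test system = hepatitis C virus NS3 helicase domain fragment enzyme | reagent = annealed dual-labelled DNA beacon duplex, ATP-started | times = 1 h at 25 °C | detection = Cy5 fluorescence, 0 and 60 min reads | read-out basis = percent inhibition from t60/t0 fluorescence ratio | control set = DMSO and thioflavine S | replication = one well per compound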
MEKK2 WT-MEK5 = raises or lowers MEK5 binding to wildtype human MEKK2 PB1 domain; Q9Y2U5; bead flow cytometry, Alexa488-MEK5 binding to MEKK2 WT; actives lie on both sides; binding response (% of control), % at 10 µM; 1.1% of 290,000 active; AID 1531; in the data active means binding response below about 67% or above about 130%
PfM18AAP inh = PfM18AAP enzyme inhibition; 1.2% of 290,000 active; inhibition, % at 7.35 µM; recombinant PfM18AAP, H-Glu-NHMec fluorogenic cleavage;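 active means inhibition above the campaign mean inhibition over all tested compounds plus 3 SD, cut at about 28% in these data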;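 further: 0% = plate median of test compound wells and 100% = 2 mM ZnCl2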
Numbers without * were called inactive; · = not tested or not shown.

nr	smiles	VIM-2 inhibitor	MEKK2 mut-MEK5	MEKK2 WT-MEK5	PfM18AAP inh	IMP-1 inhibitor
1	COC(=O)C(C)Sc1ccc2nnc(CCNS(=O)(=O)c3ccccc3)n2n1 (centres undefined)	-1.2	10	110	3	-2.4
2	Cc1cccc(NC(=O)COC(=O)CCc2ccc(S(=O)(=O)N3CCOCC3)cc2)c1C	0.9	-8	84	3	0.9
3	COc1ccc(-c2ccnc3ncnn23)cc1	-2.3	3	105	3	-2.5
4	O=C1c2ccccc2NC(c2cc(Cl)cc(Cl)c2O)N1Cc1cccnc1 (centres undefined)	4.8	1	105	2	0.2
5	COCCNC(=O)C(c1ccc(C)o1)N(CCOC)C(=O)Cn1nnc2ccccc21 (centres undefined)	-4.5	-12	90	-1	-0.7
6	CCC1C(=O)n2nc(-c3ccccc3)cc2N=C1C (centres undefined)	-3.4	0	92	3	-1.9
7	O=C(Nc1cccc(Br)c1)c1cc(=O)c2ccccc2o1	-4.3	8	102	-4	2.3
8	Cn1c(SCC(=O)N2CCCCC2)nc2cccnc21	-2.8	3	105	4	-1.2
9	COc1ccc(N2CCN(Cc3nc4sc(C)c(C)c4c(=O)[nH]3)CC2)cc1	-0.3	-2	103	-13	-1.2
10	O=[N+]([O-])c1cn(Cc2ccccc2)cn1	-5.0	-1	101	4	-2.0
11	Cc1cc(C)cc(C(=O)NCC(=O)OCC(=O)NCC(F)(F)F)c1	1.8	-8	78	-16	-0.7
12	O=C(Nc1ccc(Cl)cn1)c1ccc(-c2cc(Cl)ccc2Cl)o1	-1.6	·	·	1	-1.2
13	Cc1ccc(Nc2cc(C)nn2-c2nc(C)cc(C)n2)cc1	7.8*	5	101	-7	-7.3
14	O=c1oc2ccccc2nc1/C=C(\O)c1ccccc1	-2.2	-5	100	21	-1.4
15	Cc1cc(C)n(-c2ccn(Cc3ccc(Cl)cc3Cl)c(=O)n2)n1	-4.0	4	101	-1	-1.9

nr	DNA FID counter	NALP1 inh	HCV NS3 hel inh	UBC9 SUMO inh
1	-11	13	6	18
2	-24	1	-7	21
3	-6	0	4	19
4	-20	-5	4	2
5	-8	-3	8	1
6	2	16	-10	19
7	7	13	5	·
8	2	1	-1	4
9	-8	-7	-3	5
10	-3	-2	0	-17
11	-10	13	9	8
12	3	-6	5	4
13	-22	15	5	6
14	-4	·	0	0
15	-11	27	-2	28

More compounds.
nr	smiles	VIM-2 inhibitor	MEKK2 mut-MEK5	MEKK2 WT-MEK5	PfM18AAP inh	IMP-1 inhibitor
16	CCN(CC)C(=O)C1CCN(Cc2cn(C)nc2-c2ccc(Oc3ccccc3)cc2)CC1	-0.4	-16	84	-4	0.8
17	O=C(CC(Cc1ccccc1)C(=O)O)NCCc1ccc2c(c1)OCO2 (centres undefined)	-0.9	4	99	-13	-2.4
18	COc1ccc(CCN(C)CCC(=O)Nc2cccc(C)c2)cc1OC	-1.7	8	105	2	-2.7
19	CCCCc1ccc(NC(=O)c2c(C)noc2C)cc1	-3.9	-3	96	-14	-4.4
20	O=C1CCCc2c1[nH]c1ccc(CN3CCCCC3)cc21	1.6	-7	96	-1	-4.0
21	C1CCN(Cc2nnnn2CC2CCCO2)CC1 (centres undefined)	-4.9	0	100	0	-5.4
22	COc1ccc(C(=O)CSc2ccc3nnc(-c4cccnc4)n3n2)cc1	0.0	-2	107	-19	-1.2
23	O=C(CCOc1ccc(F)cc1)Nc1nccs1	-1.9	-5	97	-8	-2.6
24	CCCC(C(=O)NCc1ccccc1)N(C(=O)Cn1nnc(-c2cccs2)n1)c1ccc2c(c1)OCCO2 (centres undefined)	-2.9	-4	90	3	1.6
25	C=CCn1c(SCC(N)=O)nnc1-c1cc2c(s1)CCC(CC)C2 (centres undefined)	-1.2	2	103	-13	-1.6
26	COc1cc2c(cc1NC(=S)Nc1ccccc1C)oc1ccccc12	-2.7	4	107	0	-3.0
27	COc1ccc(Cc2nnc(SCC(=O)N3CCCCC3)o2)cc1	-2.3	-6	99	9	-4.5
28	CCOc1ccccc1NC(=O)C1CCCN(S(=O)(=O)c2ccc(-n3cnnn3)cc2)C1 (centres undefined)	-2.0	-2	101	-2	-2.0
29	O=C(NCc1ccccn1)C(=O)Nc1ccccc1	-6.3	-7	95	4	-3.1
30	O=[N+]([O-])c1ccc(S(=O)(=O)N2CCN(Cc3ccco3)CC2)cc1	-0.6	-7	102	3	0.6

nr	DNA FID counter	NALP1 inh	HCV NS3 hel inh	UBC9 SUMO inh
16	17	3	-32	12
17	-11	11	-6	-3
18	9	-23	0	-7
19	-24	4	-4	5
20	4	-7	-3	9
21	2	6	-2	3
22	-5	19	-4	29
23	2	28	3	11
24	3	5	0	-21
25	-25	15	9	-8
26	0	50	-2	-5
27	6	0	-2	2
28	-28	-9	-11	-4
29	3	12	-10	2
30	7	10	1	1

Additional compounds.
nr	smiles	VIM-2 inhibitor	MEKK2 mut-MEK5	MEKK2 WT-MEK5	PfM18AAP inh	IMP-1 inhibitor
31	CC(/C=N/NC(=O)COc1ccccc1C)=N\NC(=O)COc1ccccc1C	-2.9	0	102	-12	-3.0
32	CCOC(=O)Cn1nnnc1CN1CCN(c2ccc(OC)cc2)CC1	-2.0	10	108	7	-3.3
33	Cc1cc(C)nc(/N=C(\N)Nc2ccc3c(c2)OCCO3)n1	0.8	0	105	0	-2.7
34	CN(CC(=O)O)S(=O)(=O)c1ccc2[nH]c(=O)c(=O)[nH]c2c1	-1.7	-5	94	3	-0.9
35	Cc1nc(SCC(=O)c2cc3ccccc3oc2=O)c(C#N)c(C)c1C(=O)Nc1ccccc1	-2.7	3	107	-2	-1.8
36	Cc1cc2cc(CCNC(=O)C3c4ccccc4Oc4ccccc43)c(=O)[nH]c2cc1C	-0.8	-5	97	4	-1.6
37	CC(=O)Nc1ccc(NC(=O)COC(=O)c2n[nH]c3ccccc23)cc1	-3.4	1	104	6	-0.6
38	CCCCN1C2CCCC1CC(NC(=O)N(C(C)C)C(C)C)C2 (centres undefined)	-3.7	·	·	2	-5.0
39	CCN(CC)Cc1c(O)c(Cl)cc2c(C)c(C)c(=O)oc12	-1.2	1	100	4	-2.7
40	CCCc1cc(-c2n[nH]c(=S)n2Cc2ccccc2)cs1	-2.9	5	103	0	-2.0
41	O=C(/C=C/c1ccc2c(c1)OCO2)NCCSCc1c(Cl)cccc1Cl	1.3	-1	102	-2	0.9
42	COc1ccc2nc(NC(=O)CN3CCN(C)CC3)sc2c1	-3.7	11	106	1	-3.7
43	Cc1cc(NC(=O)c2cnn3cccnc23)no1	-2.3	3	104	1	2.7
44	COC(=O)c1ccc(-c2cc(C(=O)O)c3cc4c(cc3n2)OCCO4)cc1	-1.4	5	104	2	-2.2
45	CCCCNC(=O)c1ccc(NC(C)=O)c(Cl)c1	-2.4	-2	97	-7	-0.8

nr	DNA FID counter	NALP1 inh	HCV NS3 hel inh	UBC9 SUMO inh
31	-12	-9	6	37
32	-3	7	-4	15
33	-6	6	5	-6
34	1	·	-12	32
35	-3	8	7	1
36	2	10	1	-4
37	-6	-5	7	9
38	0	·	3	·
39	-3	-3	-1	41
40	-23	17	6	18
41	-6	24	-3	-32
42	6	11	-4	25
43	0	-12	-5	-2
44	-12	-2	1	30
45	-2	20	9	18

New compounds follow.
nr	smiles	VIM-2 inhibitor	MEKK2 mut-MEK5	MEKK2 WT-MEK5	PfM18AAP inh	IMP-1 inhibitor
46	c1ccc(Cn2nnc3c(N4CCCCCC4)ncnc32)cc1	-2.5	-7	100	1	-1.6
47	CC(C)c1ccc(Nc2nc(NCc3ccco3)nc(N3CCOCC3)n2)cc1	-0.9	-5	99	-10	-3.2
48	CCOC(=O)C(C)n1cnc2scc(-c3ccc(C)c(C)c3)c2c1=O (centres undefined)	-0.8	6	95	3	-2.1
49	CC(C)[C@@H](NC(=O)OC(C)(C)C)C(=O)NCC1CCC(C(=O)N[C@@H](Cc2ccccc2)C(=O)O)CC1 (some centres undefined)	-2.5	12	105	-2	-2.9
50	O=C1CCCc2ccccc2N1Cc1ccc(F)cc1	-2.2	-1	101	0	-1.6
51	COc1ccc(C2(c3ccc(OC)cc3)NC(=O)N(CC(=O)Nc3ccc(C(N)=O)cc3)C2=O)cc1	-1.8	1	101	0	-1.7
52	Cc1cc(C)c2sc(N(CCN(C)C)C(=O)c3cc(Cl)sc3Cl)nc2c1	-1.7	15	132	-1	-1.7

nr	DNA FID counter	NALP1 inh	HCV NS3 hel inh	UBC9 SUMO inh
46	-11	35	0	8
47	-16	-21	-71	-6
48	-28	19	4	6
49	-37	6	-2	6
50	-9	2	2	4
51	-25	17	-18	9
52	6	1	-5	4

By substructure: the entries above with a halogen.
nr	smiles	VIM-2 inhibitor	MEKK2 mut-MEK5	MEKK2 WT-MEK5	PfM18AAP inh	IMP-1 inhibitor
4	O=C1c2ccccc2NC(c2cc(Cl)cc(Cl)c2O)N1Cc1cccnc1 (centres undefined)	4.8	1	105	2	0.2
7	O=C(Nc1cccc(Br)c1)c1cc(=O)c2ccccc2o1	-4.3	8	102	-4	2.3
11	Cc1cc(C)cc(C(=O)NCC(=O)OCC(=O)NCC(F)(F)F)c1	1.8	-8	78	-16	-0.7
12	O=C(Nc1ccc(Cl)cn1)c1ccc(-c2cc(Cl)ccc2Cl)o1	-1.6	·	·	1	-1.2
15	Cc1cc(C)n(-c2ccn(Cc3ccc(Cl)cc3Cl)c(=O)n2)n1	-4.0	4	101	-1	-1.9
23	O=C(CCOc1ccc(F)cc1)Nc1nccs1	-1.9	-5	97	-8	-2.6
39	CCN(CC)Cc1c(O)c(Cl)cc2c(C)c(C)c(=O)oc12	-1.2	1	100	4	-2.7
41	O=C(/C=C/c1ccc2c(c1)OCO2)NCCSCc1c(Cl)cccc1Cl	1.3	-1	102	-2	0.9
45	CCCCNC(=O)c1ccc(NC(C)=O)c(Cl)c1	-2.4	-2	97	-7	-0.8
50	O=C1CCCc2ccccc2N1Cc1ccc(F)cc1	-2.2	-1	101	0	-1.6
52	Cc1cc(C)c2sc(N(CCN(C)C)C(=O)c3cc(Cl)sc3Cl)nc2c1	-1.7	15	132	-1	-1.7

nr	DNA FID counter	NALP1 inh	HCV NS3 hel inh	UBC9 SUMO inh
4	-20	-5	4	2
7	7	13	5	·
11	-10	13	9	8
12	3	-6	5	4
15	-11	27	-2	28
23	2	28	3	11
39	-3	-3	-1	41
41	-6	24	-3	-32
45	-2	20	9	18
50	-9	2	2	4
52	6	1	-5	4

Screens deposited in PubChem BioAssay by several laboratories.
